TcdB GH inh: TcdB glycohydrolase inhibition; P18177; TcdB glycohydrolase enzymatic assay, plate reader; inhibition, % at 9.99 µM; 350,000 tested, 0.24% active; in the data active = inhibition above about 10%
Target sequence (P18177 whole entry, looked up): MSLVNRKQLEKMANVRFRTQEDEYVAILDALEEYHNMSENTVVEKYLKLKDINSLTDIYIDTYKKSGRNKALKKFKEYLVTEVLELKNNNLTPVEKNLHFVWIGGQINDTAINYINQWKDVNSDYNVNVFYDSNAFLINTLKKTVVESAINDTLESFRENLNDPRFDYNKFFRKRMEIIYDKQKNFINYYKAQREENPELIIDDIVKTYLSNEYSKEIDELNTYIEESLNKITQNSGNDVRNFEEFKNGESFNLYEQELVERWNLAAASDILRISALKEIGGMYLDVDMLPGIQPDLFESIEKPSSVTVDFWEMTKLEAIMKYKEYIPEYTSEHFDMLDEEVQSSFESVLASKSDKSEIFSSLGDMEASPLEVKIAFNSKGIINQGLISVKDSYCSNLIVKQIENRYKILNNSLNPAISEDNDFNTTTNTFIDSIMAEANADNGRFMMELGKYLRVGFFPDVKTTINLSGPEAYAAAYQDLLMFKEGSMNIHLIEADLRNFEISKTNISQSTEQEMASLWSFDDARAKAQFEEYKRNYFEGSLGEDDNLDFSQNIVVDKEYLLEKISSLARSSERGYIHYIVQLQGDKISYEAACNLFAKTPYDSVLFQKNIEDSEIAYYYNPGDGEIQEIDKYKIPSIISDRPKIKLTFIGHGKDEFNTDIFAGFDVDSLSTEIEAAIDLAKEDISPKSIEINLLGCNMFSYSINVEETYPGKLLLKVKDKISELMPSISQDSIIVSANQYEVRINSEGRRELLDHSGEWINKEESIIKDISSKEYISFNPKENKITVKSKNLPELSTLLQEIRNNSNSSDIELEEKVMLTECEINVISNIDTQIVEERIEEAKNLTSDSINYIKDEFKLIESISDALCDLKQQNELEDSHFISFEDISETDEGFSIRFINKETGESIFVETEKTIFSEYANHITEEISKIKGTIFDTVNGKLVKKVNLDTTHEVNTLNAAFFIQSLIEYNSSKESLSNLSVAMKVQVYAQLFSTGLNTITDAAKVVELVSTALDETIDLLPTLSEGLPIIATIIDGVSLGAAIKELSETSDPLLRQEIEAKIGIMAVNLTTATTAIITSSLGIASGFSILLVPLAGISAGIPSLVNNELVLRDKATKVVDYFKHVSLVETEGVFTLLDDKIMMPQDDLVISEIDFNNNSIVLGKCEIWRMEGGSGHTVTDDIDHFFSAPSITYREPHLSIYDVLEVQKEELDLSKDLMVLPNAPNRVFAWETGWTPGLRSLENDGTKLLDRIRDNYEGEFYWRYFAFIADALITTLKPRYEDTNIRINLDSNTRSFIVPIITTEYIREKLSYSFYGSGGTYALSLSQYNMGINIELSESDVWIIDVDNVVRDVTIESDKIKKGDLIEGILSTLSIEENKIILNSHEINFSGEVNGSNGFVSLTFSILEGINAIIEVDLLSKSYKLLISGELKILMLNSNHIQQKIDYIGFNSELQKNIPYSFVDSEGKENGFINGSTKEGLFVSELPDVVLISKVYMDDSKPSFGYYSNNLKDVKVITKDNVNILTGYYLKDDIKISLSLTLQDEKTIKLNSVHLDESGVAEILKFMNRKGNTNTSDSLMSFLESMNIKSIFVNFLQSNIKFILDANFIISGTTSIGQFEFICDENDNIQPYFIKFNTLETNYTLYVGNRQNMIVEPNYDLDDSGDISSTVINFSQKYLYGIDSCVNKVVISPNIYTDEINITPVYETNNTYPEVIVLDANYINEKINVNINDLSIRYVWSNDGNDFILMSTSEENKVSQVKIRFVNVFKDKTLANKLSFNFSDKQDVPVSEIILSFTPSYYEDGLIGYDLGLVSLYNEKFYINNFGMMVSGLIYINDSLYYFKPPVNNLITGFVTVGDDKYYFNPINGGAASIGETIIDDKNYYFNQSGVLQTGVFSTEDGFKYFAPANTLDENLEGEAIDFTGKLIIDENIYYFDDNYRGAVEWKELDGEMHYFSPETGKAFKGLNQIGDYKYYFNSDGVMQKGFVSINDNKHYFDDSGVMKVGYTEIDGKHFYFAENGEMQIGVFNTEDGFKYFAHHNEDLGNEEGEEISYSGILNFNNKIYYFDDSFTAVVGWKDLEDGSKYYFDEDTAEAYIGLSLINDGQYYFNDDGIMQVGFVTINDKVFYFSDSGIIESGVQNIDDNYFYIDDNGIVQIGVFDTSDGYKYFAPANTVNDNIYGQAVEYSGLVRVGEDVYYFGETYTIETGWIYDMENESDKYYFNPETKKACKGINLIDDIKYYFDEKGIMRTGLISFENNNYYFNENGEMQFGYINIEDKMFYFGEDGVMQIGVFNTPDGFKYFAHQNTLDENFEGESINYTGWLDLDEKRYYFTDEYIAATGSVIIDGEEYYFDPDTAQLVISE
The depositor's hits bear a star; & = joins results of further samples.

SMILES	TcdB GH inh
Cc1noc(C)c1NC(=O)N(C)C[C@H]1OCCCC[C@H](C)Oc2ccc(NS(=O)(=O)c3cccs3)cc2C(=O)N([C@@H](C)CO)C[C@@H]1C	-0.5
O=C(C[C@H]1CC[C@@H](NC(=O)C2CC2)[C@@H](CO)O1)Nc1nccs1	0.0
CN(C)C(=O)c1cccc(-c2ccc(C3[C@H]4CNC[C@@H]3N4Cc3ccccn3)cc2)c1 (some centres undefined)	0.4&0.4
CC(C)C[C@@H]1NC(=O)[C@@H]2C[C@H](C(=O)NCCCCCCN(C)C)[C@H](c3ccc(O)cc3)N2C1=O	0.7
O=C(c1cnccn1)N1C[C@H]2[C@@H](c3ccccc31)[C@@H](CO)N2CC1CCCC1	-1.5
C[C@H](CO)N1C[C@H](C)[C@H](CN(C)Cc2cccc(C(F)(F)F)c2)Oc2ncc(-c3ccc(F)cc3)cc2C1=O	0.2
CN(C)CCCNC(=O)C[C@@H]1CC[C@@H](NC(=O)Cc2cccnc2)[C@@H](CO)O1	0.4
O=C(C[C@@H]1CC[C@H]2[C@@H](COC[C@@H](O)CN2Cc2cc(F)ccc2F)O1)NCc1ccc(Oc2ccccc2)cc1	-2.4
COc1ccccc1-c1ccc2c(c1)O[C@H](CN(C)S(=O)(=O)c1ccccc1)[C@@H](C)CN([C@@H](C)CO)S2(=O)=O	-0.5
C[C@H]1CCCCO[C@@H](CN(C)C(=O)c2ccncc2)[C@@H](C)CN([C@@H](C)CO)C(=O)c2cc(NS(=O)(=O)c3ccc(Cl)cc3)ccc2O1	0.9
O=C(Nc1cccc(F)c1)N1C[C@@H]2N[C@H](C1)C2c1ccc(-c2ccccc2F)cc1 (some centres undefined)	-0.4&0.8
C[C@@H]1CN([C@H](C)CO)C(=O)c2cc(-c3ccccc3)cnc2O[C@H]1CN(C)C(=O)Cc1cccnc1	-0.3
CC(C)(C)[S@](=O)N1Cc2cc(C(=O)NCc3ccccc3F)nc(-c3cccc(-c4cncnc4)c3)c2[C@@H]1CCO	-0.7
O=C(C[C@H]1C[C@H]2c3cc(NS(=O)(=O)c4ccc(F)cc4)ccc3O[C@H]2[C@H](CO)O1)NCc1cccnc1	0.4
Cc1noc(C)c1S(=O)(=O)Nc1ccc2c(c1)C(=O)N([C@H](C)CO)C[C@H](C)[C@@H](CN(C)C(=O)c1ccncc1)OCCCC[C@H](C)O2	-0.5
Cc1noc(C)c1NC(=O)Nc1ccc2c(c1)C(=O)N([C@H](C)CO)C[C@H](C)[C@H](CN(C)Cc1ccccc1)OCCCC[C@@H](C)O2	0.2
O=C(NCC1CC1)[C@@H]1[C@@H](CO)[C@@H]2Cn3c(ccc(-c4cccc(F)c4)c3=O)[C@@H]2N1CC1CC1	-1.2
O=C(C[C@@H]1C[C@H]2c3cc(NC(=O)NC4CCCC4)ccc3O[C@H]2[C@@H](CO)O1)NCc1ccccc1F	0.6
CC(C)CC#Cc1cnc2c(c1)C(=O)N([C@@H](C)CO)C[C@H](C)[C@@H](CN(C)C(=O)Nc1ccccc1F)O2	-4.0
CCCN(C)C[C@@H]1Oc2cc(-c3ccc(F)cc3)ccc2S(=O)(=O)N([C@@H](C)CO)C[C@@H]1C	-0.1
Cc1ccc(S(=O)(=O)N(C)C[C@H]2OCCCC[C@@H](C)Oc3ccc(NS(=O)(=O)c4cn(C)cn4)cc3C(=O)N([C@H](C)CO)C[C@H]2C)cc1	1.1
C[C@@H]1CN([C@@H](C)CO)C(=O)c2cc(NC(=O)C3CCCCC3)ccc2O[C@@H](C)CCCCO[C@H]1CN(C)Cc1ccc2c(c1)OCO2	-0.4
CCCNC(=O)C[C@@H]1CC[C@@H]2[C@H](COC[C@H](O)CN2Cc2ccccc2F)O1	-1.5
CN(C)C(=O)C[C@@H]1CC[C@H]2[C@@H](COC[C@@H](O)CN2S(=O)(=O)c2ccccc2Cl)O1	0.4
CCC(=O)N[C@H]1CC[C@H](CC(=O)NCC2CCCCC2)O[C@@H]1CO	1.6
O=C(C[C@@H]1CC[C@H](NC(=O)Nc2ccc(C(F)(F)F)cc2)[C@@H](CO)O1)NCc1cc(F)cc(F)c1	-1.2
C[C@H](CO)N1C[C@H](C)[C@@H](CN(C)Cc2cccnc2)Oc2cc(-c3cncnc3)ccc2S1(=O)=O	-0.7
C[C@@H]1CN([C@H](C)CO)S(=O)(=O)c2ccc(-c3ccccc3)cc2O[C@@H]1CN(C)Cc1ccccn1	0.6
C[C@H]1CN([C@@H](C)CO)S(=O)(=O)c2ccc(-c3cccc(F)c3)cc2O[C@H]1CN(C)CC1CC1	0.2
Cc1noc(C)c1S(=O)(=O)Nc1cccc2c1O[C@@H](CN(C)S(=O)(=O)c1ccc(Cl)cc1)[C@@H](C)CN([C@H](C)CO)C2=O	0.0
C/C=C/c1ccc([C@H]2[C@H]3CN(Cc4ccc(C)cc4)CC(=O)N3[C@H]2CO)cc1	-0.8
C[C@@H]1CCCCO[C@@H](CN(C)Cc2ccccc2)[C@@H](C)CN([C@H](C)CO)C(=O)c2cc(NC(=O)Cc3ccccc3)ccc2O1	-0.7
COCC#Cc1ccc2c(c1)O[C@H](CN(C)S(=O)(=O)c1ccc(OC)cc1)[C@@H](C)CN([C@H](C)CO)S2(=O)=O	0.0
C[C@@H]1CCCCO[C@H](CN(C)S(=O)(=O)c2cccs2)[C@H](C)CN([C@@H](C)CO)C(=O)c2cc(NC(=O)c3ccncc3)ccc2O1	0.8
C[C@@H]1CN([C@H](C)CO)C(=O)c2cc(NC(=O)Nc3ccc(C(F)(F)F)cc3)ccc2O[C@H]1CN(C)CC1CCCCC1	0.4
C[C@H](CO)N1C[C@H](C)[C@@H](CN(C)Cc2ccc(C(=O)Nc3ccccc3N)cc2)Oc2ccc(N(C)C)cc2C1=O	-1.8
C[C@@H]1CN([C@@H](C)CO)C(=O)c2c(c3ccccc3n2C)-c2ccccc2CO[C@H]1CN(C)Cc1ccc(F)cc1	0.6
Cc1ccccc1-c1cnc2c(c1)C(=O)N([C@@H](C)CO)C[C@H](C)[C@@H](CN(C)CC1CCCC1)O2	-1.2
O=C(Nc1cccc(F)c1)N1CC(=O)N2[C@@H](CO)[C@H](c3ccc(C#CCC4CCCC4)cc3)[C@@H]2C1	-1.4
C[C@H](CO)N1C[C@H](C)[C@H](CN(C)S(=O)(=O)c2ccc(Cl)cc2)Oc2c(NC(=O)c3ccc(-c4nccs4)cc3)cccc2C1=O	0.8
Cc1ccccc1-c1ccc([C@H]2[C@H](CO)N3C(=O)CN(S(C)(=O)=O)C[C@@H]23)cc1	0.4
Cc1ccc(S(=O)(=O)Nc2ccc3c(c2)C(=O)N([C@H](C)CO)C[C@@H](C)[C@H](CN(C)C(=O)CCCN(C)C)OCCCC[C@@H](C)O3)cc1	-0.3
COc1ccc(NC(=O)N(C)C[C@@H]2OCCCC[C@@H](C)Oc3ccc(NC(=O)Nc4ccc(F)cc4)cc3C(=O)N([C@H](C)CO)C[C@H]2C)cc1	-0.9
CO[C@@H](CN(C)Cc1cc(F)ccc1F)[C@@H](C)CN([C@@H](C)CO)S(=O)(=O)c1ccc(Cl)cc1	-0.1
C[C@H]1CN([C@@H](C)CO)C(=O)c2c(c3ccccc3n2C)-c2ccccc2CO[C@@H]1CN(C)S(=O)(=O)c1ccccc1F	1.4
OC[C@@H]1[C@@H](c2ccc(C#CC3CCCC3)cc2)[C@@H]2CN(CCC(F)(F)F)CCCCN12	1.6
COc1ccc(-c2cnc3c(c2)C(=O)N([C@H](C)CO)C[C@H](C)[C@@H](CN(C)C(=O)C2CCC2)O3)cc1	-0.9
C[C@H](CO)N1C[C@H](C)[C@H](CN(C)S(=O)(=O)c2cn(C)cn2)OCc2cn(nn2)CCCC1=O	-0.6

7 compounds out of the list, sorted by number of heavy atoms, low to high.
SMILES	TcdB GH inh
Cc1ccccc1-c1ccc([C@H]2[C@H](CO)N3C(=O)CN(S(C)(=O)=O)C[C@@H]23)cc1	0.4
C[C@H](CO)N1C[C@H](C)[C@H](CN(C)S(=O)(=O)c2cn(C)cn2)OCc2cn(nn2)CCCC1=O	-0.6
O=C(Nc1cccc(F)c1)N1CC(=O)N2[C@@H](CO)[C@H](c3ccc(C#CCC4CCCC4)cc3)[C@@H]2C1	-1.4
C[C@@H]1CN([C@@H](C)CO)C(=O)c2c(c3ccccc3n2C)-c2ccccc2CO[C@H]1CN(C)Cc1ccc(F)cc1	0.6
C[C@H]1CN([C@@H](C)CO)C(=O)c2c(c3ccccc3n2C)-c2ccccc2CO[C@@H]1CN(C)S(=O)(=O)c1ccccc1F	1.4
C[C@H](CO)N1C[C@H](C)[C@H](CN(C)S(=O)(=O)c2ccc(Cl)cc2)Oc2c(NC(=O)c3ccc(-c4nccs4)cc3)cccc2C1=O	0.8
COc1ccc(NC(=O)N(C)C[C@@H]2OCCCC[C@@H](C)Oc3ccc(NC(=O)Nc4ccc(F)cc4)cc3C(=O)N([C@H](C)CO)C[C@H]2C)cc1	-0.9

More compounds.
SMILES	TcdB GH inh
C[C@H]1CN([C@@H](C)CO)C(=O)c2cccc(NC(=O)Nc3cccc4ccccc34)c2O[C@@H]1CN(C)C(=O)NC1CCCCC1	-0.7
O=C(NC1CCCCC1)[C@H]1[C@H](CO)[C@H]2Cn3c(ccc(-c4ccccc4)c3=O)[C@@H]1N2	0.3
COCC(=O)N(C)C[C@H]1Oc2cc(-c3ccc(F)cc3)ccc2S(=O)(=O)N([C@@H](C)CO)C[C@H]1C	0.5
CCC(=O)N(C)C[C@H]1[C@@H](c2ccc(C3=CCCCC3)cc2)[C@@H](CO)N1C(C)=O	-1.2
CC(C)C#Cc1ccc2c(c1)O[C@@H](CN(C)C(=O)c1ccccc1)[C@@H](C)CN([C@H](C)CO)S2(=O)=O	-0.9
C[C@@H]1CN([C@@H](C)CO)C(=O)c2cccc(NC(=O)Nc3ccccc3)c2O[C@H]1CN(C)C(=O)Nc1ccc(F)cc1	1.7
O=C(NCCc1ccccc1)[C@H]1[C@H](CO)[C@H]2Cn3c(cccc3=O)[C@@H]1N2C(=O)C1CCCC1	-0.5
O=C(CC(F)(F)F)N1C[C@H]2[C@@H](c3ccccc31)[C@@H](CO)N2C(=O)Cc1ccccc1	-0.6
COc1ccc2c3c([nH]c2c1)[C@@H](CO)N(CC1CC1)CC31CN(C(=O)c2ccc(F)cc2)C1	1.6
C[C@@H]1CN([C@H](C)CO)C(=O)c2cccc(NC(=O)Nc3ccc(F)cc3)c2O[C@H]1CN(C)C(=O)NC1CCCCC1	0.1
C[C@@H]1CN([C@H](C)CO)C(=O)c2cccc(NC(=O)C3CC3)c2O[C@H]1CN(C)Cc1ccc2c(c1)OCO2	0.9
CC(C)NC(=O)Nc1cccc2c1O[C@H](CN(C)C(=O)Nc1cccc3ccccc13)[C@@H](C)CN([C@H](C)CO)C2=O	1.2
Cc1ccc(S(=O)(=O)N(C)C[C@@H]2Oc3ccc(NC(=O)NC(C)C)cc3C(=O)N([C@H](C)CO)C[C@H]2C)cc1	-1.8
Cc1noc(C)c1NC(=O)N(C)C[C@H]1Oc2cc(C#CCC3CCCC3)ccc2S(=O)(=O)N([C@@H](C)CO)C[C@@H]1C	2.2
C[C@@H]1CCCCO[C@@H](CN(C)Cc2ccncc2)[C@H](C)CN([C@@H](C)CO)C(=O)c2cc(NS(=O)(=O)c3cn(C)cn3)ccc2O1	1.0
C[C@@H]1CN([C@H](C)CO)C(=O)Cc2cc(NS(=O)(=O)c3cccs3)ccc2O[C@@H]1CN(C)Cc1ccc(C(=O)Nc2ccccc2N)cc1	0.8
O=C(Nc1cccc(F)c1)N1CC(=O)N2[C@H](CO)[C@@H](c3ccc(-c4cccc(F)c4)cc3)[C@H]2C1	-0.8
Cc1cc(C(=O)Nc2cccc3c2O[C@@H](CN(C)Cc2ccc(Cl)c(Cl)c2)[C@@H](C)CN([C@@H](C)CO)C3=O)n(C)n1	-1.3
COc1ccc(S(=O)(=O)Nc2ccc3c(c2)[C@H]2C[C@H](CC(=O)O)O[C@@H](CO)[C@H]2O3)cc1	0.1
CN(C)C(=O)c1cccc(-c2ccc(C3[C@H]4CNC[C@@H]3N4Cc3cccc(C(F)(F)F)c3)cc2)c1 (some centres undefined)	0.2&1.4
CCCC(=O)Nc1ccc2c(c1)C(=O)N(C)C[C@H](OC)[C@H](C)CN(C(=O)c1ccccc1F)[C@@H](C)CO2	0.6
C[C@@H]1CN([C@@H](C)CO)C(=O)c2cc(NC(=O)CCCN(C)C)ccc2O[C@H]1CN(C)C(=O)Nc1ccc(F)cc1	-0.4
CO[C@@H]1CN(C)C(=O)c2cc(NC(=O)CC(F)(F)F)ccc2OC[C@@H](C)N(CC2CC2)C[C@H]1C	-0.7
Cc1ccc(S(=O)(=O)N(C)C[C@@H]2OCCCC[C@@H](C)Oc3ccc(NS(=O)(=O)c4ccc(Cl)cc4)cc3C(=O)N([C@H](C)CO)C[C@H]2C)cc1	-2.0
C[C@@H]1CN([C@H](C)CO)C(=O)Cc2cc(NC(=O)CCN3CCOCC3)ccc2O[C@@H]1CN(C)S(=O)(=O)c1ccccc1	0.5
O=C(C[C@H]1C=C[C@H](NS(=O)(=O)c2ccc(F)cc2)[C@H](CO)O1)NCc1ccncn1	0.6
C[C@H](CO)N1C[C@H](C)[C@H](CN(C)C(=O)Nc2ccccc2)Oc2ncc(C3=CCCC3)cc2C1=O	0.4
Cc1noc(C)c1NC(=O)Nc1ccc2c(c1)C(=O)N([C@H](C)CO)C[C@H](C)[C@H](CN(C)C(=O)Nc1ccc(C(F)(F)F)cc1)OCCCC[C@@H](C)O2	0.2
CO[C@H]1CN(C)C(=O)c2cc(NC(=O)CC(F)(F)F)ccc2OC[C@@H](C)N(C(=O)C2CC2)C[C@H]1C	-0.2
COC(=O)C[C@H]1CC[C@@H]2[C@@H](COc3ccc(NS(=O)(=O)c4ccc(F)cc4)cc3C(=O)N2C)O1	0.0
COc1ccc2c3c([nH]c2c1)[C@H](CO)N(C(=O)NC(C)C)CC31CN(Cc2ccccc2)C1	1.2

High-throughput results: PubChem BioAssay, Broad Institute

An excerpt; the hit share may differ from the screen's.
